# Rac1 GTP hydrolysis: MgcRacGAP GTPase-activating activity inhibitors, confirmation, biochemical, ADP Hunter fluorescence; Rac GTPase-activating protein 1 (Homo sapiens); MgcRacGAP-stimulated Rac1 GTP hydrolysis, ADP Hunter fluorescence; higher % means a stronger effect; GST-tagged Rac1 F28L mutant substrate; one-dose inhibition, % at 30 µM; IC50 in µM for titrated hits; 340,000 tested, 0.6% active;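 active means first-screen hits whose inhibition reached a set limit at any dose in the follow-up dose series; inconclusive means inhibition above the set first-screen limit but never retested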;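 further: fluorescence reports GDP produced by GAP-driven GTP hydrolysis; strong numbers were not always called active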
# KOR beta-arrestin-1: KOR antagonists, beta-arrestin recruitment, cell-based, luminescence, uHTS (AID 1778) | 290,000 tested, 0.091% active | KOR beta-arrestin recruitment, luminescence, antagonist mode; higher % means a stronger effect | Kappa-type opioid receptor (Homo sapiens) | one-dose inhibition, % at 10 µM; IC50 in µM for titrated hits; further: strong numbers were not always called active
# NOD2 inhibition: NOD2 signaling inhibitors, cell-based, luminescence, uHTS, HEK293 (AID 1566). 290,000 tested, 0.63% active. HEK293 NOD2/NF-kB luciferase reporter, luminescence; higher % means a stronger effect. inhibition, % at 4 µM; hits with a dose series show EC50 in µM; further: many of its hits are not listed in these tables
# Large T inhibition: SV40 large T antigen inhibitors, biochemical (AID 1903); SV40 large T antigen ATPase/helicase inhibition assay; higher % means a stronger effect; inhibition, % at 20 µM, or IC50 in µM where a hit was titrated; 310,000 tested, 0.39% active; in the data active means a potency from the dose series; inconclusive means inhibition mostly from about 32% at the one dose, without a potency; inactive means the rest, 99 in 100 with inhibition below about 32%; further: strong numbers were not always called active
# KOR beta-arrestin-2: KOR agonists, beta-arrestin recruitment, primary screen, cell-based, luminescence, uHTS (AID 1777). Kappa-type opioid receptor (Homo sapiens). KOR beta-arrestin recruitment, luminescence; higher % means a stronger effect. activation, % at 10 µM, or EC50 in µM where a hit was titrated. 280,000 tested, 0.02% active; in the data active means activation above about 50%, passing the limit was not always enough; further: a part of the inactive calls stands beside numbers as strong as those of hits
# NOD1 NF-kB reporter: NOD1 signaling inhibitors, primary screen, cell-based, luminescence, uHTS (AID 1578); 290,000 tested, 1% active; NOD1-driven NF-kB luciferase reporter cells, luminescence; higher % means a stronger effect; one-dose inhibition, % at 4 µM; EC50 in µM for titrated hits; in the data active means inhibition mostly above about 36%, no sharp cut-off; inactive means mostly below about 34%;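 further: HEK-293T reporter cells stimulated with the NOD1 agonist gamma-tri-DAP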
# GPR55 LPI antagonism: GPR55 antagonists blocking LPI-driven arrestin recruitment, primary screen, imaging, U2OS, beta-arrestin-GFP, LPI agonist (AID 2013) | 290,000 tested, 0.13% active | G-protein coupled receptor 55 (Homo sapiens) | U2OS GPR55 beta-arrestin-GFP translocation imaging, LPI antagonism; higher % means a stronger effect | inhibition, % at 10 µM, or IC50 in µM where a hit was titrated;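 active means spots per cell inhibited over 60%, with over 100 cells counted and total cytoplasm intensity under 500,000; inconclusive means wells with under 100 cells, flagged as likely toxic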;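 further: U2OS cells stably carrying GPR55 and arrestin-GFP stimulated by 5 µM LPI near EC80; imaged beta-arrestin-GFP aggregate spots per cell after agonist stimulation; plate controls were LPI-stimulated DMSO wells for no effect and DMSO wells without LPI for full effect; some results filed as inactive read as strong as hits; confirmed hits need IC50 under 10 µM and bright autofluorescent wells are also inconclusive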
# GPR55 beta-arrestin: GPR55 agonists via beta-arrestin recruitment, primary screen, imaging, U2OS cells, beta-arrestin-GFP redistribution (AID 1961) | G-protein coupled receptor 55 (Homo sapiens) | U2OS GPR55 beta-arrestin-GFP redistribution imaging; higher % means a stronger effect | activation, % at 10 µM, or EC50 in µM where a hit was titrated | 290,000 tested, 0.048% active;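 active means activation above 40% with more than 50 cells counted in the well; inconclusive means wells holding fewer than 50 cells, flagged as toxic or sparse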;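 further: U2OS osteosarcoma cells stably expressing GPR55 and beta-arrestin-GFP; plate controls were DMSO negative control for no effect and LPI positive control for full effect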
# HIV peptide binding: inhibitors of HIV fusion peptide binding, primary screen, biochemical, uHTS, fluorescence dequenching (AID 1986). one-dose inhibition, % at 20 µM; IC50 in µM for titrated hits. 290,000 tested, 0.3% active. cell-free peptide binding, fluorescence dequenching, 30 min; higher % means a stronger effect; in the data active means inhibition mostly above about 52%, no sharp cut-off; inactive means mostly below about 76%; further: some results filed as inactive read as strong as hits
# * marks the source's active call; other numbers are inactive results; u = inconclusive; x = not tested or not shown; [ ] = dose if it differs, or a comment. Unless noted, no stated cut-off is given here; in the data, active means inhibition above about 50%; inactive means the rest. Only part of the results is shown (hit frequency here may not be typical).
SMILES,Rac1 GTP hydrolysis,KOR beta-arrestin-1,NOD2 inhibition,Large T inhibition,KOR beta-arrestin-2,NOD1 NF-kB reporter,GPR55 LPI antagonism,GPR55 beta-arrestin,HIV peptide binding
COc1ccccc1/C=N/NC(=O)c1cc2c(ccc3ccccc32)o1,4%,-44%,-18%,26%,-0.5%,-29%,-6%,0.0%,0.8%
O=C(Nc1ccccc1C(=O)N/N=C/c1ccc(O)cc1)c1ccccc1,220µM*,-10%,-166%,24%,9.8%,-11%,0%,0.4%,-3.7%
COC(=O)c1ccc(N2CCN(S(=O)(=O)c3ccc(C)cc3)CC2)c([N+](=O)[O-])c1,4%,11%,18%,0%,0.0%,-10%,-2%,0.2%,1.4%
CC(=O)NC1=NN(C(C)=O)C2(CCCC2)S1,9%,-79%,5%,7%,5.9%,-32%,7%,0.9%,-0.1%
c1ccc(C(Cc2nc(-c3ccncc3)no2)c2ccccc2)cc1,7%,-7%,37%,1%,2.0%,45%,-4%,-0.1%,0.4%
Cc1nc(N)sc1-c1csc(Nc2cccc(C(=O)O)c2)n1,12%,-14%,-5%,u,2.8%,18%,-12%,1.6%,24%
O=C(CCN1CCCO1)NC1CCCc2c1cnn2-c1ccccc1F (stereo not drawn),7%,14%,10%,7%,-0.9%,-10%,6%,0.0%,-0.8%
O=C(CN1CCN(C(=O)c2ccco2)CC1)Nc1cc(C(F)(F)F)ccc1Cl,8%,-48%,14%,0%,2.0%,3%,10%,0.5%,0.4%
O=C(c1cc(COc2cccc(C(F)(F)F)c2)on1)N1C[C@H]2CC[C@H]1C2,5%,7%,-41%,7%,2.3%,-36%,-14%,-0.1%,1.8%
Brc1ccc2nc(N3CCN(c4ccccc4)CC3)sc2c1,4%,9%,-50%,4%,-7.3%,-50%,20%,-0.6%,2.7%
Cc1c(Cl)c([N+](=O)[O-])nn1CCCC(=O)Nc1cccc(Cl)c1,13%,-32%,-11%,23%,-1.4%,-45%,4%,-0.5%,-2.6%
COc1cccc(/C=N/Nc2cc(N3CCOCC3)ncn2)c1O,2%,-6%,-48%,6%,-4.0%,-13%,-4%,0.4%,-0.7%
CC(=O)Nc1ccc(S(=O)(=O)Nc2nc3ccc(C)cc3s2)cc1,5%,15%,-7%,8%,0.0%,-15%,2%,-0.1%,-1.7%
COc1ccc(-c2c(C)nn3c(N4CCOCC4)cc(C)nc23)cc1OC,x,9%,6%,6%,-1.7%,-3%,8%,-0.1%,0.3%
COc1ccc(N2CCN(c3nc(Cl)nc(Nc4ccc(F)cc4)n3)CC2)cc1,16%,-38%,-16%,7%,3.0%,-22%,3%,-0.5%,-1.0%
CC(C)(C)NC(=O)C(c1ccc(O)cc1)N(C(=O)Cn1nnc(-c2ccc(F)cc2)n1)c1ccccc1F (stereo not drawn),0%,-10%[20 µM],12%,0%,-3.9%,-17%,-10%,0.5%,-0.2%
CCCCNC(=O)OC(C)CNC(=O)Oc1cccc(C)c1 (stereo not drawn),9%,-11%,10%,1%,0.6%,-4%,2%,-0.1%,-0.2%
C=CCn1c(SCc2cccnc2)nnc1-c1ccncc1,10%,26%,3%,11%,5.5%,6%,-1%,0.1%,0.6%
O=C(c1ccc([N+](=O)[O-])cc1[N+](=O)[O-])N1CCc2ccccc21,6%,15%,26%,9%,-12%,-24%,3%,1.3%,1.2%
Cc1ccc(/C=C2\C(=N)N3N=C(CC(=O)N4CCOCC4)SC3=NC2=O)o1,-2%,-17%,2%,14%,1.4%,-2%,20%,-0.1%,4.9%
Cc1ccccc1NC(=O)COc1ccc(Br)cc1C,4%,-12%,-20%,10%,14%,-36%,16%,0.2%,-1.8%
Cc1nn(C(C)C(=O)NCC2CCCO2)c(=O)c2cc3occc3n12 (stereo not drawn),5%,-18%,6%,0%,5.6%,-10%,-9%,-0.1%,1.3%
COC(=O)c1ccc(NC(=O)c2ccc[n+]([O-])c2)cc1,10%,12%,-9%,6%,-2.3%,-41%,-2%,0.2%,1.2%
Cc1ccc(C(=O)N(C)CC(=O)Nc2ccc(F)c(F)c2F)o1,-4%,-16%,-6%,8%,0.9%,-23%,2%,0.0%,-1.8%
O=C(/C=C/c1cccc([N+](=O)[O-])c1)c1ccc2c(c1)OCCO2,4%,14%,-42%,9%,3.9%,19%,12%,-0.2%,-2.4%
# More records.
SMILES,Rac1 GTP hydrolysis,KOR beta-arrestin-1,NOD2 inhibition,Large T inhibition,KOR beta-arrestin-2,NOD1 NF-kB reporter,GPR55 LPI antagonism,GPR55 beta-arrestin,HIV peptide binding
O=C(CSc1nnc(CNC(=O)c2cccs2)o1)Nc1ccccc1C(F)(F)F,-5%,0%,16%,7%,-0.6%,-2%,2%,0.0%,-0.3%
Cc1ncsc1CCOC(=O)c1ccc(Cl)cc1,-4%,-27%[20 µM],-5%,6%,-3.7%,-27%,-6%,-0.1%,-1.1%
CN(CC(O)COc1ccc(OCC(O)CN(C)C2CCCCC2)cc1)C1CCCCC1 (stereo not drawn),11%,-12%,-1%,15%,5.1%,-29%,15%,-0.2%,-1.5%
c1ccc2nc(-c3nccs3)ccc2c1,1%,4%[20 µM],-12%,0%,-0.9%,-29%,-6%,-0.1%,6.1%
OC1(c2ccc(Cl)cc2)CN(c2ccccc2)C2=[N+]1CCS2 (stereo not drawn),10%,4%,-8%,8%,6.4%,-20%,14%,-0.6%,2.2%
COc1cccc(CN2CC(C(=O)NC3(c4ccccc4)CC3)CCC2=O)c1 (stereo not drawn),8%,13%,-16%,7%,-3.3%,-49%,16%,-0.1%,-0.6%
COc1ccc(-c2nnc(-c3cc(OC)c(OC)c(OC)c3)o2)cc1OC,11%,-27%,24%,1%,-1.5%,18%,10%,0.3%,-0.2%
O=C1CCCC2=C1C(c1ccc(Cl)cc1)N1C(=O)CCSC1=N2 (stereo not drawn),8%,0%,23%,10%,-7.2%,-16%,11%,-0.2%,-0.5%
Cc1ccc2c(c1)c1ccc3c(c1n2C)C(=O)C=CC3=O,19%,103%,23%,x,2.4%,6%,1%,1.1%,2.8%
Cc1ccc(C)c(Cn2c(=O)n(CCCC(=O)NCc3ccco3)c(=O)c3sccc32)c1,2%,-3%,-3%,7%,-1.9%,11%,10%,0.0%,-1.0%
O=C(Nc1ccc(N2CCOCC2)cc1)c1cnsn1,6%,-9%,52%*,6%,-2.2%,75%,39%,0.2%,3.1%
Cc1ccc(S(=O)(=O)N2CCC(=O)N(CCOCc3cccc(C(F)(F)F)c3)CC2)cc1,10%,-6%,1%,16%,1.5%,-29%,2%,-0.3%,0.1%
COc1ccc(S(=O)(=O)NCCSCc2ccco2)cc1Cl,5%,23%,11%,22%,-4.3%,-3%,6%,0.3%,3.2%
NS(=O)(=O)c1ccc(NC(=S)Nc2ccc(Br)c(Cl)c2)cc1,9%,-26%,-3%,-1%,3.1%,-22%,10%,-0.3%,2.6%
O=C(CCSc1ccccn1)Nc1ccc(Br)cc1,4%,-10%,-85%,-5%,3.0%,-72%,9%,0.0%,-0.3%
Cc1cccnc1NCc1ccc(O)c2ncccc12,9%,-9%,1%,10%,-4.7%,-8%,19%,-0.2%,0.0%
C=CCNC(=S)Nc1cccc(NC(=S)NCC=C)c1,7%,-34%,1%,16%,-5.7%,-20%,11%,-0.2%,0.7%
Cc1cc(C)nc(-n2nc(C)c3c(C(=O)O)cc(-c4cccc(Br)c4)nc32)n1,9%,6%,0%,4%,-0.9%,4%,-6%,0.0%,-0.1%
Cc1ccc(Cn2ncc3c(NN)ncnc32)cc1,x,-24%,6%,5%,0.9%,-13%,-1%,0.5%,-2.0%
COc1ccc(C(=O)Nc2cccc(C(=O)NCc3ccccc3)c2)cc1,-4%,16%[20 µM],2%,6%,-3.4%,-26%,6%,-0.1%,2.6%
Cc1ccc(C2(c3noc(CN4CCC(c5ccncc5)CC4)n3)CCCC2)cc1,11%,-3%[20 µM],2%,1%,x,-4%,3%,0.2%,0.8%
CC(C)CNC(=O)C(=O)NCc1ccccc1,5%,-8%[20 µM],9%,7%,x,17%,3%,0.0%,0.3%
O=C(CCN1C(=O)C2C3CCC(C3)C2C1=O)OCC(=O)c1ccc(Cl)cc1 (stereo not drawn),9%,-26%,8%,9%,3.5%,-10%,-4%,-0.2%,-0.2%
CC(Oc1ccc2ccccc2c1)C(=O)NNC(=O)Nc1ccccc1 (stereo not drawn),-3%,-2%,-8%,10%,-1.1%,-17%,3%,-0.1%,-1.9%
O=C(Nc1c(C(=O)N2CCOCC2)cnn1-c1ccccc1)c1cccc(F)c1,7%,13%,-8%,14%,0.4%,0%,-1%,-0.1%,1.6%
# (listing goes on)
SMILES,Rac1 GTP hydrolysis,KOR beta-arrestin-1,NOD2 inhibition,Large T inhibition,KOR beta-arrestin-2,NOD1 NF-kB reporter,GPR55 LPI antagonism,GPR55 beta-arrestin,HIV peptide binding
COc1ccc(C(=O)Nc2ccc3oc(-c4cccc(Cl)c4)cc(=O)c3c2O)cc1,8%,29%,8%,13%,5.1%,4%,-10%,0.0%,-2.2%
Cc1ccc(CN2CCN(Cc3cn(C(C)C)c4ccccc34)CC2CCO)o1 (stereo not drawn),0%,-19%[20 µM],1%,x,x,-15%,8%,0.2%,0.1%
COC(=O)c1nc2cc3c(cc2c(C)c1C(=O)OC)OCO3,6%,-2%,8%,9%,-3.4%,-9%,5%,0.4%,2.5%
CC1(C)CC(=O)C2=C(C1)NCN(CCCN1CCOCC1)C2,-12%,4%,12%,x,3.2%,-14%,-6%,-0.2%,-2.2%
Cc1cc2nnc(SCC(=O)N3C(C)CCCC3C)n2c(N)n1 (stereo not drawn),2%,18%,12%,0%,x,-11%,1%,-0.2%,-2.7%
COc1c(C(CC(C)C)OC(C)=O)ccc2c1C(=O)OCc1cc(C)cc(O)c1O2 (stereo not drawn),2%,22%,24%,5%,-1.5%,5%,12%,0.0%,1.3%
CC(C)c1nc(SCC(=O)Nc2ccc(N3CCOCC3)cc2)c2ccccc2n1,9%,-36%,6%,12%,-0.8%,28%,4%,-0.1%,1.6%
CCOC(=O)c1ccc(NC(=O)CSc2nnnn2C2CCCCC2)cc1,4%,-10%,4%,6%,-1.0%,-30%,4%,-0.1%,2.6%
Cc1ccc([N+](=O)[O-])cc1N=C(c1ccc([N+](=O)[O-])cc1)N1CCOCC1,1%,x,17%,4%,2.7%,-9%,1%,-0.4%,-0.7%
O=C(NN1C(=O)c2ccccc2NC1c1ccco1)c1ccccc1 (stereo not drawn),-8%,21%,6%,16%,1.5%,-19%,15%,-0.4%,2.8%

# Source: PubChem
